Bioassay records deposited in PubChem BioAssay by several laboratories.
UTI89 phage lysis = inhibition of K1F phage lysis, E. coli UTI89, bacterial capsule biogenesis inhibitors, alamar blue (AID 488966). one-dose inhibition, % at 100 µM; IC50 in µM for titrated hits. 340,000 compounds, 0.02% hits. E. coli UTI89 K1F phage lysis, alamar blue, 2 h; higher % means a stronger effect;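 active = phage lysis inhibition, versus mean bacterial control, above a set limit; inconclusive = no clear call, values can overlap the other calls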;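 note: capsule biogenesis inhibitors block K1F phage lysis so surviving cells raise fluorescence; higher fluorescence means more inhibition of phage lysis; actives were called in the ten point dose series up to 300 µM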
Siah-1 displacement = Siah-1 peptide-binding antagonists, primary screen, biochemical, fluorescence polarization, rhodamine-plectin, uHTS (AID 1817) | Siah-1 / rhodamine-plectin peptide fluorescence polarization; higher % means a stronger effect | displacement, % at 20 µM; hits with a dose series show IC50 in µM | 290,000 compounds, 0.02% hits;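 active = displacement of at least 50% at 20 µM, with a fluorescence ratio check between 0.3 and a set limit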;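 note: plate controls were Siah plus tracer with DMSO for no effect and tracer alone without Siah for full effect; strong numbers were not always called active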
M17LAP inhibition = P. falciparum M17LAP inhibitors, primary screen, biochemical, fluorogenic H-Leu-NHMec substrate, 1536-well (AID 1619); inhibition, % at 30 µM, or IC50 in µM where a hit was titrated; 220,000 compounds, 0.38% hits; recombinant M17LAP, H-Leu-NHMec fluorogenic kinetic assay; higher % means a stronger effect;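 active = compound inhibiting the enzyme by more than half at any dose during confirmatory dose-response retesting; inconclusive = strong single-dose inhibitors picked by rank but not retested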;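 note: plate controls were full reaction with DMSO carrier for no effect and no enzyme background for full effect; strong numbers were not always called active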
PMI inhibition = human PMI inhibitors, high substrate, primary screen, biochemical, fluorescence intensity, high mannose 6-phosphate (AID 1220) | recombinant PMI enzyme, coupled fluorescence intensity; higher % means a stronger effect | one-dose inhibition, % at 20 µM; IC50 in µM for titrated hits | 190,000 compounds, 0.66% hits
Hep lipid drop = modulators of hepatic lipid droplet formation; AML12 mouse hepatocytes, oleate lipid droplets, BODIPY imaging; inhibition, % at 6.5 µM; 240,000 compounds, 0.4% hits; AID 1656;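 active = lipid droplet intensity inhibited by at least 50%, with more than 500 cells counted; inconclusive = wells with under 300 cells, treated as cytotoxic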
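Material: mouse AML12 hepatocyte cell line, fixed after treatment; Timing: compound with oleate, overnight; Technique: high-content imaging of BODIPY-stained droplets and DAPI nuclei; Probe or stimulus: oleate, 100 µM final; Dosing: compound at 6.5 µM only.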
XIAP displacement = small molecules displacing peptide from XIAP – biochemical, IAP family, fluorescence polarization (AID 1018); XIAP BIR domain, fluorescence polarization peptide displacement; higher % means a stronger effect; displacement, % at 20 µM, or IC50 in µM where a hit was titrated; 200,000 compounds, 0.007% hits; in the data active = displacement above about 50%; note: a part of the inactive calls stands beside numbers as strong as those of hits
PMI inhibitors = MPI enzyme activity inhibition – biochemical, fluorescence intensity, coupled assay, primary screen (AID 1209); inhibition, % at 20 µM; hits with a dose series show IC50 in µM; 190,000 compounds, 0.42% hits; purified PMI enzyme, coupled fluorescence intensity; higher % means a stronger effect;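 note: plate controls were DMSO vehicle for no effect and wells lacking substrate for full effect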
TNAP activators = stimulation of alkaline phosphatase TNAP activity – biochemical, luminescent, no phosphate acceptor, uHTS, primary screen (AID 1001) | purified TNAP, luminescent activation assay, no phosphate acceptor; higher activation fold means a stronger effect | 200,000 compounds, 0.03% hits | activation fold at 20 µM, or EC50 in µM where a hit was titrated; in the data active = activation fold from about 3, or a potency from the dose series; inactive = the rest, 99 in 100 with activation fold below about 1.6; note: many of its hits are not listed in these tables
M1AAP inhibition = malaria alanyl aminopeptidase activity blockers – biochemical, fluorogenic H-Leu-NHMec substrate, 1536-well (AID 1445) | recombinant M1AAP, H-Leu-NHMec fluorogenic kinetic assay; higher % means a stronger effect | 220,000 compounds, 0.42% hits | one-dose inhibition, % at 30 µM; IC50 in µM for titrated hits;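 active = primary inhibition above the hit cutoff, then over 50% inhibition at one or more dose response concentrations, cut at about 23% in these data, passing the limit was not always enough; inconclusive = conflicting primary data, or primary hits not chosen for dose response; inactive = low primary inhibition, or under 50% at every dose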;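 note: plate controls were DMSO full reaction for no effect and no enzyme background for full effect; strong numbers were not always called active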
Hep lipid drop cells 6.5 µM = also measured in Hep lipid drop; calls as there; cell count; measured here: cell count, cytotoxicity flag;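 cells counted across two imaged fields per well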
* marks the source's active call; other numbers are inactive results; ? = inconclusive; . = not tested or not shown; [ ] = another dose, or the depositor's remark. Cut-off read from the data, not from the text of the source, unless noted: active = inhibition above about 50%; inactive = the rest.

#	molecule	UTI89 phage lysis	Siah-1 displacement	M17LAP inhibition	PMI inhibition	Hep lipid drop
1	COc1ccc(N(CC(=O)N2CCCCC2)S(=O)(=O)c2c(C)nn(C)c2C)cc1	4.6%	-2%	-2%	-12%	.
2	CC(C)C1CC(c2csc(N)n2)CCO1 (stereo not given)	0.0%	2%	0%	0%	.
3	CC1CCC2(CC1)NC(CO)(CO)CO2 (stereo not given)	-0.1%	-2%	2%	3%	-6
4	C=C(C)C1Cc2c(C)nn(-c3cccc4ccccc34)c2C1 (stereo not given)	0.1%	2%	17%	3%	23
5	COC/C=C/C1=CC2=CC(=O)C(C)(OC(=O)c3cnc4ccccc4n3)C(=O)C2=CN1Cc1ccccc1 (stereo not given)	1.9%	24%	2%	.	.
6	COc1cc(Cn2c(C(=O)O)cc3sccc32)cc(OC)c1OC	5.3%	2%	17%	13%	-24
7	CCCCC[C@H](O)/C=C/[C@@H]1[C@@H](C/C=C\CCCC(=O)OC)[C@@H](O)C[C@H]1O	-1.6%	16%	38%	-24%	-20
8	COc1ccc(S(=O)(=O)N2CCn3c2nc2ccccc23)cc1	-0.1%	-3%	8%	-2%	-21
9	Cc1ccc(N(Cc2cc3ccc(C)cc3[nH]c2=O)C(=O)c2ccco2)c(C)c1	0.2%	2%	-8%	.	-3
10	CCOc1ccccc1CNCc1ccc(C(=O)O)cc1	0.6%	3%	9%	2%	-10

#	Hep lipid drop cells 6.5 µM	XIAP displacement	PMI inhibitors	TNAP activators	M1AAP inhibition
1	.	-1.8%	-11%	1.2	-11%
2	.	-0.1%	-8%	1.1	4%
3	704	-0.4%	2%	1.1	-10%
4	770	-4.8%	3%	1	1%
5	.	.	.	.	7%
6	641	-0.1%	16%	1.1	7%
7	712	-14%	-12%	1	?
8	708	-6.2%	2%	1.1	4%
9	607	.	.	.	3%
10	712	-12%	-9%	1.1	4%

(list continues)
#	molecule	UTI89 phage lysis	Siah-1 displacement	M17LAP inhibition	PMI inhibition	Hep lipid drop
11	CCn1ncc([N+](=O)[O-])c1C(=O)Nc1cc(C)on1	1.2%[50 µM]	3%	-6%	10%	-1
12	Fc1ccc(-n2cc(CNCCc3cccnc3)c(-c3ccccc3Cl)n2)cc1	0.6%	-4%	-1%	13%	-1
13	N#C/C(=C(/O)COC(=O)c1ccc2c(c1)OCCO2)c1nc2ccccc2[nH]1	-2.4%	-1%	3%	22%	.
14	CCCCCC(=O)Nc1nc(C)c(-c2csc(Nc3cc(Cl)ccc3C)n2)s1	1.6%	0%	0%	7%	.
15	Cc1ccc(-n2c(O)c(C=Nc3ccccc3-c3n[nH]c(=S)[nH]c3=O)c3ccccc3c2=O)c(C)c1	-0.6%	3%	8%	19%	-2
16	COC(=O)/N=C/c1c(NCc2ccccc2)nc2c(C)cccn2c1=O	-0.1%	8%	4%	5%	-6
17	COc1ccccc1Cn1c(=S)[nH]c2cc(C(=O)NCCN3CCOCC3)ccc2c1=O	6.0%	-4%	-16%	2%	.
18	CC1CC(C)CN(c2ncnc3c2cnn3C)C1 (stereo not given)	0.1%	4%	3%	-1%	5
19	Cc1ccccc1OCC1CNC(=O)O1 (stereo not given)	0.1%	0%	12%	8%	-17
20	CC(OC(=O)c1oc2ccccc2c1COc1ccccc1)C(=O)NC(N)=O (stereo not given)	0.6%	0%	1%	-2%	5

#	Hep lipid drop cells 6.5 µM	XIAP displacement	PMI inhibitors	TNAP activators	M1AAP inhibition
11	729	-13%	6%	1	3%
12	701	-7.6%	13%	1	5%
13	.	-1.1%	4%	1.1	-6%
14	.	-27%	16%	1.1	4%
15	669	-21%	11%	0.9	27µM*
16	706	-2.6%	8%	1.1	2%
17	.	-7.9%	5%	1	0%
18	691	-4.3%	-5%	1.1	-5%
19	696	-3.6%	4%	1.1	2%
20	669	-1.6%	1%	1.1	4%

Continued.
#	molecule	UTI89 phage lysis	Siah-1 displacement	M17LAP inhibition	PMI inhibition	Hep lipid drop
21	CC(C)(C)CC(=O)N1CCC(c2nc3c(nnn3Cc3c(F)cccc3Cl)c(=O)[nH]2)CC1	2.3%	2%	11%	-7%	.
22	COc1cc(OC)cc(C(=O)NCCNC(=O)c2ccccc2)c1	0.2%	-4%	-4%	2%	23
23	CCSC1=N/C(=C\c2ccccc2)C(=O)N1c1ccc(OC)cc1	0.0%	-2%	10%	4%	-13
24	Cc1ccc(NC(=O)c2ccc(-c3nn(C)c(=O)c4ccccc34)cc2)c(C)c1	0.1%	-2%	-1%	2%	8
25	CC(=O)Cc1nsc(NC(=O)c2cc(-c3cccc(C(F)(F)F)c3)oc2C)n1	5.6%	26%	-2%	1%	0
26	CCOC(=O)C1CCN(c2nnc(N3CCCC3=O)s2)CC1	0.1%	-3%	5%	-1%	-4
27	O=c1[nH]c(CN2CCN(CCO)CC2)nc2ccccc12	0.2%	6%	20%	-15%	6
28	CCNC(=O)C1CCCN1S(=O)(=O)c1ccc(OC)cc1 (stereo not given)	0.2%	0%	-8%	-3%	0
29	O=C(NCc1ccc(F)cc1)C1CCCN(c2nc3ccsc3c(=O)s2)C1 (stereo not given)	0.3%	21%	-3%	7%	-8
30	C=CCn1c(=N)n(CC(=O)c2ccc(OC)cc2)c2ccccc21	0.5%	4%	7%	.	13

#	Hep lipid drop cells 6.5 µM	XIAP displacement	PMI inhibitors	TNAP activators	M1AAP inhibition
21	.	-3.6%	-4%	1	8%
22	772	-2.6%	2%	1.1	-6%
23	736	-9.5%	4%	1.1	5%
24	771	-3.9%	8%	1.1	6%
25	648	-5.3%	4%	1.1	5%
26	804	-3.1%	1%	1.1	8%
27	766	-2.7%	-14%	1.1	-2%
28	740	-3.0%	-1%	1.1	7%
29	678	-4.0%	8%	1	3%
30	696	.	.	.	5%

(continued)
#	molecule	UTI89 phage lysis	Siah-1 displacement	M17LAP inhibition	PMI inhibition	Hep lipid drop
31	CC(C)(C)NC(=O)Cn1c(SCC(=O)Nc2nccs2)nc2ccccc21	-0.8%	-3%	-5%	-2%	-5
32	CCC(C)(C)c1ccc(OCC(=O)N(C)C)c(C(C)(C)CC)c1	.	3%	-4%	10%	-7
33	CCOC(=O)c1oc2nc(C(C)C)c3c(c2c1N)CC(C)(C)OC3	0.4%	12%	-30%	9%	.
34	CSc1nc2cc(F)c(F)cc2n1C	2.9%	-1%	12%	-24%	-1
35	O=C(NCc1ccc(F)cc1)C1CCN(S(=O)(=O)N2CCCC2)CC1	-0.3%	-6%	5%	-2%	1
36	CCCNC(=O)COc1ccccc1[N+](=O)[O-]	1.0%[50 µM]	0%	13%	-2%	10
37	COC(=O)CCC(=O)NC(=S)Nc1c(C)cccc1C	4.3%[50 µM]	2%	8%	-2%	1
38	CCCc1nnc(NC(=O)c2ccncc2)s1	0.2%	0%	-1%	-1%	.
39	O=C1NNC(c2ccccc2)=N/C1=C\c1ccc(Cl)cc1	.	-3%	4%	.	-3
40	COc1ccc(Cc2ccc(OC)c(N)c2)cc1N	2.0%	3%	-4%	-4%	8

#	Hep lipid drop cells 6.5 µM	XIAP displacement	PMI inhibitors	TNAP activators	M1AAP inhibition
31	738	-4.5%	0%	1	-3%
32	660	-0.6%	15%	1	3%
33	.	-3.0%	5%	1.1	-1%
34	652	-1.3%	-16%	1.1	0%
35	745	-6.6%	0%	1.1	3%
36	661	2.0%	6%	1.1	3%
37	675	-2.6%	6%	1.1	12%
38	.	-4.4%	-8%	1	9%
39	731	.	.	.	9%
40	795	-2.3%	-1%	1.2	1%

Three of the entries above in order of their number in Siah-1 displacement, highest first:
nr	canonical_smiles	Siah-1 displacement	M17LAP inhibition	PMI inhibition	XIAP displacement	PMI inhibitors	TNAP activators	M1AAP inhibition
40	COc1ccc(Cc2ccc(OC)c(N)c2)cc1N	3%	-4%	-4%	-2.3%	-1%	1.2	1%
36	CCCNC(=O)COc1ccccc1[N+](=O)[O-]	0%	13%	-2%	2.0%	6%	1.1	3%
39	O=C1NNC(c2ccccc2)=N/C1=C\c1ccc(Cl)cc1	-3%	4%	.	.	.	.	9%

Following part.
#	molecule	UTI89 phage lysis	Siah-1 displacement	M17LAP inhibition	PMI inhibition	Hep lipid drop
41	CCc1c(C)sc(NC(=O)c2cc(C)no2)c1C#N	0.0%	-1%	19%	8%	.
42	COC(=O)CCC(=O)NNC(=O)CCCOc1ccc(Cl)cc1Cl	3.7%	2%	0%	3%	.
43	O=C(CSc1nnc(NC(=O)c2ccco2)s1)NCc1ccc2c(c1)OCO2	0.3%	0%	-6%	-2%	-18
44	O=C(Cn1nnc2ccccc2c1=O)NCC1CCC(C(=O)O)CC1 (stereo not given)	0.3%	-4%	3%	.	3
45	COc1ccccc1NS(=O)(=O)c1cccc(C(=O)NN=C2CCCCCC2)c1	-4.5%	-6%	17%	-7%	-7
46	CC1=C(C(=O)OCC2CCCO2)C(c2cccc(C(F)(F)F)c2)C2=C(CC(c3ccco3)CC2=O)N1 (stereo not given)	1.5%	-2%	-5%	11%	8
47	Cc1ccc(-c2csc3ncnc(N4CCc5ccccc5C4)c23)cc1	-0.6%[50 µM]	-2%	0%	8%	-20
48	COc1cc(OC)cc(-c2cc(N)n(S(=O)(=O)c3cccc4nsnc34)n2)c1	0.2%	9%	10%	.	-18
49	CC(C)CNC(=O)COC(=O)c1ccc(F)cc1Cl	0.0%	6%	9%	2%	5

#	Hep lipid drop cells 6.5 µM	XIAP displacement	PMI inhibitors	TNAP activators	M1AAP inhibition
41	.	-4.5%	24%	1.1	10%
42	.	-4.1%	2%	1	-1%
43	628	-5.3%	-3%	1	19%
44	742	.	.	.	1%
45	677	-3.0%	-2%	1	2%
46	753	-4.9%	19%	1.1	-7%
47	732	-4.1%	14%	1.1	2%
48	725	.	.	.	12%
49	663	-6.1%	1%	1.1	-3%

Compounds as they come (roughly 1.9% active in at least one column).
